Coupling enz: inhibits coupling enzyme system, counter-screen for aldolase hits. AID 2472. hit rate 0.67% among 290,000. coupling enzyme system counterscreen, AmpLite Red fluorescence. activity change, negative = inhibition, % at 58.2 µM, hits read low; in the data active means activity change below about -30%; further: on the % scale 0 is the no-effect control and ±100 the full control effect
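Final compound at 57.5 uM, incubated 10 min at RT with coupling enzyme reagent (glyceraldehyde-3-phosphate), then 20 min with substrate and AmpLite Red detection. Fluorescence read at 525/598 nm; tests interference with the coupling assay, not aldolase inhibition.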
BCR signal inh: blocks chronic active B-cell receptor signaling | ABC-DLBCL IkBa-CBG/CBR reporter, luminescence ratio, 4 h | Potency, µM (highest dose often 46.1 µM), for the others: at the top dose ratio change, negative = lower green/red ratio, most hits filed as inhibitors | hit rate 0.05% among 340,000 | AID 493014; active means well fitted inhibition curve with a large enough effect in the signal ratio, with a control signal flat, not every such curve was filed as active; inconclusive means small, poorly fitted or top-dose-only effect, or effect the other way, or a change in a side signal; the % refers to the signal ratio;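 further: potency means the concentration at half of the fitted maximal effect; plate controls were basal doxycycline-induced cells for no effect and cells given 10 µM MG132 for full effect; MG132 reads +100%, hits lower the ratio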
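Concentration-response series (up to 46 uM) were applied to TMD8 dual-reporter cells for 4 h at 37C with doxycycline. Green/red ratio, after filter-overlap correction, defined %Activity; red signal alone was normalised to basal cells and zero luminescence.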
TCR activator: activates T cell receptor signaling | 330,000 tested, under 10 active | primary human leukocytes, anti-CD3, IL-2 HTRF, 48 h | Potency, µM (highest dose often 9.22 µM), inactives show at the highest dose activation of IL-2 secretion, hits mostly activators; further: % of control where 0% means no effect
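Human primary leukocytes + a-CD3 beads + cpd, 48 hr; IL-2 in supernatant by HTRF (ex 320nm / em 665nm). No co-stimulatory signal supplied.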
MLL CXXC-DNA inh: MLL CXXC-DNA interaction inhibition | MLL-CXXC / FITC-HOXA9 DNA fluorescence polarization | Q03164 | AID 2662 | hit rate 0.037% among 290,000 | Potency, µM (highest dose often 115 µM), for the others: at the top dose activity change, negative = inhibition, most hits filed as inhibitors; active means well fitted inhibition curve with a large enough effect in the polarisation, with a control signal flat, not every such curve was filed as active; inconclusive means small, poorly fitted or top-dose-only effect, or effect the other way, or a change in a side signal; inactive means no such curve, though single readings can be large or run the other way; the % refers to the polarisation; further: potency means the concentration at half of the fitted maximal effect
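Purified MLL-CXXC (added from a 7 uM solution) was preincubated 5 min at ambient with pinned compounds in 50 mM Tris-HCl pH 7.5, 50 mM NaCl, 1 mM DTT, 0.05% BSA. Fluorescein-labeled HOX-A9 DNA (50 nM solution) followed, 30 min, then polarization read.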
Tb PFK block: T. brucei PFK enzyme inhibition. O15648. T. brucei PFK, ADP-Glo luminescence. Potency, µM (highest dose often 57.5 µM), inactives show at the highest dose activity, negative = inhibition, hits mostly inhibitors. hit rate 0.17% among 330,000. AID 485367;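 further: potency means the concentration at half of the fitted maximal effect; 0% = uninhibited 1x PFK enzyme wells and -100% = no-enzyme wells; nearly all actives have a fitted effect of over 60% in size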
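Luminescent ADP detection (ADP-Glo, two-step: ATP depletion then ADP-to-ATP conversion for luciferase) reported PFK activity after 45 min room-temperature reaction of 1.25 nM enzyme with 0.5 mM F6P and 0.1 mM ATP at pH 8.0.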
KCNH2 WT inh: blocks the wildtype human KCNH2 potassium channel | activity change, % at 1.84 µM | AID 720551 | U2OS, BacMam KCNH2, thallium flux FluxOr; active compounds read low | hit rate 0.37% among 340,000 | Q12809;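 active means maximum activity change below -70%; inconclusive means maximum activity change between -70% and -50%; inactive means maximum activity change above -50%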; further: on the % scale 0 is the no-effect control and ±100 the full control effect
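U2OS cells were transduced with wild-type KCNH2 virus (2.03 x 10^8 / mL) for 4 h at room temperature, then cultured overnight at 37 C. Thallium flux was read with FluxOr dye. Rate constants were normalized to DMSO controls.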
GALK inh: blocks human galactokinase activity; P51570; Purified GALK, Kinase-Glo residual ATP luminescence; Potency, µM (highest dose often 57.5 µM), without a hit: at the highest dose activity change, negative = inhibition, usual class: inhibitors; hit rate 0.007% among 270,000; further: potency means the concentration at half of the fitted maximal effect; on the % scale 0 is the no-effect control and ±100 the full control effect
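5 nM enzyme, 35 uM ATP, 100 uM galactose, 20 mM HEPES pH8.0, 5 mM MgCl2; 1 h RT; residual ATP by Kinase-Glo Plus luminescence, qHTS format.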
AT treatment: potential ataxia-telangiectasia treatment | […] A-T fibroblasts, KAP-1 phosphorylation AlphaLISA; neocarzinostatin DNA damage 30 min before lysis | hit rate 0.19% among 320,000 | Potency, µM (series often up to 57.5 µM), without a hit: at the highest dose activation, usual class: activators | AID 485349; further: potency means the concentration at half of the fitted maximal effect; % of control where 0% means no effect; nearly all actives have a fitted effect of over 45% in size
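hTERT-immortalized A-T patient fibroblasts ([…]), 500 cells/well in OPTI-MEM, 1% FBS, got compounds for 60 min, then NCS for 30 min at 37C. Lysates were then assayed for phospho-KAP-1 by AlphaLISA (anti-pKAP1 donor, anti-KAP1 acceptor beads), 6 hr at 25C.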
Giardia killer: kills Giardia lamblia; hit rate 0.15% among 340,000; AID 540267; Giardia lamblia trophozoite viability; activity change, % at 7.66 µM, hits read low; in the data active means activity change below about -80%; inconclusive means between about -30% and that limit;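 further: parasites exposed to compound for two days anaerobically before the ATP read; on the % scale 0 is the no-effect control and ±100 the full control effect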
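Media and compound were dispensed first, then trophozoites at 100 cells/well; plates sat 48 hrs at 37 deg C without oxygen before ATP luminescence reagent was added and read after 15-30 min at room temperature.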
TSHR antag: blocks TSH signaling through the human TSH receptor; AID 504810; activity change, negative = inhibition, % at 11.5 µM; TSHR-expressing cells, TSH-stimulated cAMP HTRF, 2 h; active compounds read low; hit rate 0.2% among 330,000; P16473;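 active means activity change below a set negative limit, meaning inhibition stronger than a set level, cut at about -70% in these data; inconclusive means activity change between two set negative limits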; further: on the % scale 0 is the no-effect control and ±100 the full control effect
Target sequence (P16473 whole entry, looked up): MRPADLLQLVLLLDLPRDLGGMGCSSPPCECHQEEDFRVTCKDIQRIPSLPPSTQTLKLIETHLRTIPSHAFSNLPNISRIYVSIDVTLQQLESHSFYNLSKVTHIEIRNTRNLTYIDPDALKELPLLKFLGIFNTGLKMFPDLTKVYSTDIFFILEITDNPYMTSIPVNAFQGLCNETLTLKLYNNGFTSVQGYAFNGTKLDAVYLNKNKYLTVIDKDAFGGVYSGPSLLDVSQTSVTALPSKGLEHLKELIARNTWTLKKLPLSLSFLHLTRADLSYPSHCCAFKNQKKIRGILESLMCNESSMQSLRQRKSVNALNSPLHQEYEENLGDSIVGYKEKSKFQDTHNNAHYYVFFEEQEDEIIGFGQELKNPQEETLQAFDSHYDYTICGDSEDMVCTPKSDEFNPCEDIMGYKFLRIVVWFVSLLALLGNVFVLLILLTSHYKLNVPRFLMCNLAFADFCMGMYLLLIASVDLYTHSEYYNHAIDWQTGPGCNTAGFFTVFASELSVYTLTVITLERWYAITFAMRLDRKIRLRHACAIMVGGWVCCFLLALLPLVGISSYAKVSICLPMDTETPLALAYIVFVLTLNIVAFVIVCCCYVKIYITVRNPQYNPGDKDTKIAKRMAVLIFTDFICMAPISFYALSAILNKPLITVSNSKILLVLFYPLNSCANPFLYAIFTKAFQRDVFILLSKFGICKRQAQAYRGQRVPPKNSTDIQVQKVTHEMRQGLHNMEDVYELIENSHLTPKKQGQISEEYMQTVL
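Inhibition of cAMP made by TSHR-expressing cells under TSH stimulation (4nM final, EC80; 2 h, 37 deg C) is quantified with a one-step lysis HTRF kit, anti-cAMP cryptate versus cAMP-d2.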
* = called active by the depositor; ? = inconclusive; · = not tested or not shown; [ ] = dose if it differs, or a comment. Unless noted, the call rests on the fitted dose curve; in most records, active means well fitted curve in the direction sought with a large enough effect; inconclusive means small, poorly fitted or top-dose-only effect, or another doubt; inactive means no such curve, though single readings can be large; an effect the other way counts as inactive or inconclusive. Compounds were not picked by outcome; 1.6% or so of the library scored in one or more.

Results follow in this order: BCR signal inh	TCR activator	Giardia killer	AT treatment	GALK inh	Coupling enz	TSHR antag	Tb PFK block	MLL CXXC-DNA inh	KCNH2 WT inh
CCOc1cc2[nH]c(=S)n(CCCC(=O)NCc3ccco3)c(=O)c2cc1OCC
    -8.6%	-7.4%	-23.1	-1.4%	2.4%	4.0	-3.5	13.1%	15.2%	1.1
CC(=O)c1cc(C)ccc1OC(=O)c1ccncc1
    -5.9%	-5.5%	15.2	-1.7%	4.4%	4.3	4.0	-6.6%	-1.4%	0.1
CCCCCCSc1cc(-c2nc3cnccn3c2NCCCC)ccc1OC
    -1.3%	2.8%	-11.0	33.6%	·	·	-12.9	2.6%	·	·
CN1CCN(NS(=O)(=O)c2cccs2)CC1
    0.2%	-2.7%	13.8	5.8%	1.8%	-0.5	1.2	-0.1%	7.9%	-6.4
O=C(CCC(=O)Nc1ccc(F)cc1)N/N=C/c1cccnc1
    -1.1%	1.4%	1.3	-2.9%	-2.2%	-0.8	2.6	-2.7%	2.2%	2.6
C=CCN1C(=O)C(O)(CC(=O)c2ccccc2)c2ccccc21 (stereo not given)
    -0.3%	-2.3%	12.1	3.1%	-2.4%	1.9	3.7	-4.1%	-0.5%	9.2
COCCn1cnc2c1c(=O)n(CC(=O)O)c(=O)n2Cc1ccccc1
    3.7%	5.2%	23.8	4.3%	0.3%	-1.5	1.1	-0.2%	-6.4%	5.2
O=C(NNS(=O)(=O)c1ccccc1)c1cnn(-c2ccccc2)c1-n1cccc1
    ?	-0.1%	-11.2	-5.2%	-2.1%	9.3	4.7	3.0%	-5.1%	-3.2
CN(CCO)c1cc(N2CCCCC2)c2nonc2c1[N+](=O)[O-]
    12.8%	-3.3%	-11.2	-2.2%	2.8%	-5.4	-4.0	2.1%	10.6%	-3.2
O=C1S/C(=C/c2ccc(N3CCOCC3)o2)C(=O)N1Cc1c(F)cccc1Cl
    -7.9%	4.3%	-4.9	-0.9%	-1.8%	-15.9	-16.7	-16.4%	?	-8.6
O=c1c2cnn(-c3ccccc3)c2ncn1Cc1ccco1
    ?	-3.2%	-4.1	-3.9%	-1.8%	0.8	-12.7	-0.4%	-12.8%	20.1
CCOC(=O)C1=C(C)NC(C)=C(C(=O)OCC)C1C(=O)OCC(=O)NCc1ccccc1OC
    ?	3.4%	-18.0	-3.5%	·	·	-8.9	-3.3%	·	11.8
COCCCn1c2nc3ccccc3nc2c2c(=O)n(CC3CCCO3)cnc21 (stereo not given)
    17.0%	3.4%	4.5	-6.9%	3.1%	-1.9	-1.8	-8.3%	-5.8%	1.0
CCOC(=O)c1cc2c(C(F)(F)F)cc(-c3ccccc3)nc2o1
    0.8%	0.0%	0.3	-6.4%	·	-1.3	-1.3	-1.6%	9.4%	1.1
COCCn1nnnc1C(c1cccc(C(F)(F)F)c1)N1CCN(Cc2ccccc2)CC1 (stereo not given)
    0.8%	-11.8%	3.8	·	0.0%	-0.2	16.9	3.1%	-16.8%	20.5
CC/C(=N\OC(=O)c1ccc(OC(C)C)cc1)c1ccc(C)cc1
    8.8%	3.9%	4.3	-2.7%	-5.6%	-0.2	-7.1	0.0%	-3.3%	-5.3
Cc1ccccc1NS(=O)(=O)c1cc(C(=O)Nc2ccccc2-c2ccccc2)ccc1Cl
    ?	·	15.7	-13.0%	0.5%	2.0	-11.9	-2.7%	15.4%	-1.7
O=C(/C=C\c1ccccc1[N+](=O)[O-])Nc1ccccc1
    ?	6.6%	-2.9	-1.1%	-0.6%	-1.4	-5.9	2.7%	0.5%	2.0
O=c1c2ccccc2nc(SCc2cc([N+](=O)[O-])cc3c2OCOC3)n1-c1ccccc1
    -15.2%	2.8%[46.1 µM]	-8.6	-8.8%	-0.3%	0.2	5.6	5.8%	3.6%	-1.1
CC(C)Oc1ccc(S(=O)(=O)N2CCOCC2)cc1NC(=O)C(C)Oc1ccc(F)cc1 (stereo not given)
    -1.3%	-3.2%	9.6	20.3%	·	·	4.7	18.1%	·	-36.0
CC1CN(c2nc(Nc3ccccc3)nc(N)c2[N+](=O)[O-])CC(C)O1 (stereo not given)
    ?	-0.9%	-1.4	6.3%	4.9%	-2.7	26.8	0.0%	0.0%	3.9
CC1=C(C(=O)OCc2ccccc2)C(c2ccc(Cl)cc2Cl)NC(=O)N1CCCC(=O)O (stereo not given)
    1.7%	-5.1%	10.5	10.0%	·	27.0	-5.9	-11.9%	-5.3%	?
COc1ccccc1OCC(=O)NCCCn1ccnc1
    3.0%	5.2%	-1.1	-1.5%	10.9%	-23.9	-7.5	15.0%	6.2%	·
CC1C(=O)Nc2ccc(S(=O)(=O)NCCc3ccc(Cl)cc3)cc2NC1=O (stereo not given)
    ?	-4.8%	12.3	-7.8%	·	-0.1	-0.7	0.5%	·	-3.2
COc1ccc2cc(CCNC(=O)C3CC3)c(=O)[nH]c2c1
    4.0%	2.4%	-3.7	-3.7%	-1.4%	1.6	6.9	4.8%	-0.3%	-9.4
CC(=O)C1=C(O)C(=O)N(Cc2cccnc2)C1c1ccccc1 (stereo not given)
    2.4%	-2.0%[46.1 µM]	15.8	-4.9%	0.6%	1.5	-3.9	4.6%	-2.0%	1.0
CCOc1cc(C(c2c(C)[nH][nH]c2=O)c2c(C)[nH][nH]c2=O)ccc1OC(=O)c1cccc([N+](=O)[O-])c1
    15.1%	0.4%	10.8	-3.1%	-2.3%	-17.1	-2.1	0.9%	16.0%	-3.7
CCn1cc(C(=O)NCc2ccc3c(c2)OCO3)c2cc(OC)c(OC)cc2c1=O
    ?	3.4%	18.1	0.9%	2.3%	-2.9	-3.9	2.2%	-8.9%	-38.3
Cc1ccc(C)c(N2CCN(C(=O)c3ccc(CS(=O)(=O)c4ccccc4C)o3)CC2)c1
    ?	-1.4%	-5.1	1.0%	-3.6%	3.7	-16.2	-1.3%	-1.4%	1.3
O=C(CCN1CCN(CC(=O)Nc2ccccc2F)CC1)Nc1ccccc1F
    -0.3%	8.7%	-3.2	·	-0.4%	0.6	0.7	-2.2%	6.3%	52.6
Cc1ccc(-c2nc(N)sc2CC(=O)OCC(=O)N2C(C)CCCC2C)cc1 (stereo not given)
    ?	1.1%[46.1 µM]	-0.8	·	0.9%	2.3	-13.9	4.8%	-3.9%	-12.8
COc1cc(NC(=O)c2ccccc2F)c(OC)cc1NC(=O)CN1CCCCC1
    ?	-31.9%	13.4	1.8%	-7.5%	0.3	2.0	2.0%	-17.1%	-0.8
O=C(NC(=S)Nc1ccc(Cc2ccncc2)cc1)c1ccccc1Cl
    1.2%	3.4%[46.1 µM]	-1.9	-3.0%	0.1%	-1.2	5.2	0.3%	4.9%	-13.3
CCCCN1/C(=C/c2cccc[n+]2C)Sc2cc(NC(C)=O)ccc21
    ?	7.6%	?	-5.4%	-0.3%	3.5	-3.5	-9.6%	59.1%[activator]	-0.9
CCn1nnc2cc(C(=O)O)ccc21
    7.8%	2.3%	12.2	-0.7%	·	0.1	-0.4	0.8%	0.2%	3.9
CN1CCCN(S(=O)(=O)c2ccccc2)CC1
    7.3%	2.3%	7.3	0.2%	2.9%	1.9	5.0	-0.7%	-1.5%	-2.4
CC(C)(C)c1nnc2sc(SCC(=O)c3ccc(Cl)cc3)nn2c1=O
    ?	4.3%	-10.4	8.1%	4.4%	3.3	9.4	0.8%	-5.7%	0.7
CCC1=NN(C(=O)COc2ccccc2)C(O)(c2ccncc2)C1 (stereo not given)
    4.2%	5.1%	6.0	5.4%	-2.0%	2.9	21.3	-0.2%	2.3%	-2.4
COc1ccc(COC(=O)C2=C(C)NC(=O)NC2c2ccccc2)cc1 (stereo not given)
    -1.3%	·	13.2	0.4%	-7.8%	3.0	4.8	8.0%	-3.2%	7.4
COc1ccc(NC(=O)Nc2cccc3c2O[C@H](CN(C)C(=O)NC(C)C)[C@@H](C)CN([C@H](C)CO)C3=O)cc1
    -0.9%	-4.2%	?	7.8%	·	·	-9.9	1.0%	·	5.5
CCn1c(CNC(=O)c2ccccc2OC)nnc1SCC(=O)c1ccc(F)cc1
    -8.3%	-4.4%	-3.7	1.5%	17.5%	-0.2	1.3	-0.5%	21.5%	-5.4
CN(C)CCC(=O)N1c2ccccc2Sc2ccc(C(F)(F)F)cc21
    1.1%	0.9%	44.3[activator]	5.8%	-1.9%	0.4	35.4	0.5%	-4.7%	7.0
CC(C)C(c1nnnn1Cc1ccc(F)cc1)N1CCC(C(N)=O)CC1 (stereo not given)
    -1.2%	8.1%	0.1	1.2%	2.7%	3.0	-0.6	-0.8%	-2.5%	-0.5

Assay outcomes (PubChem)
